M. tuberculosis GlmU = inhibition of mycobacterial GlmU enzyme – biochemical, glucosamine-1-phosphate acetyltransferase (AID 1376); Bifunctional protein GlmU (Mycobacterium tuberculosis (strain ATCC 25618 / H37Rv)); M. tuberculosis GlmU acetyltransferase enzyme assay; higher % means a stronger effect; one-dose inhibition, %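 (tested at 30 µM in the primary screen)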; IC50 in µM for titrated hits; actives 0.25% (n = 220,000); in the data active means inhibition above about 13%; inconclusive means no clear call, values can overlap the other calls;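 further: 0% = complete reaction with vehicle and 100% = reaction without substrate; strong numbers were not always called active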
Mtb RmlCD inh = M. tuberculosis RmlC/RmlD coupled enzyme inhibitors, primary screen, biochemical, compound mixtures, 384-well, from 1536-well plates; RmlC+RmlD coupled enzyme assay, percent inhibition; primary screen in compound mixtures; AID 1533, 2009; actives 0.03% (n = 160,000); dTDP-4-dehydrorhamnose reductase (Mycobacterium tuberculosis (strain ATCC 25618 / H37Rv)) …; inhibition, % at 3.6 µM; in the data active means inhibition mostly above about 34%, no sharp cut-off; inconclusive means no clear call, values can overlap the other calls; inactive means mostly below about 22%; further: some results filed as inactive read as strong as hits
Target sequence (P9WH09 whole entry, looked up): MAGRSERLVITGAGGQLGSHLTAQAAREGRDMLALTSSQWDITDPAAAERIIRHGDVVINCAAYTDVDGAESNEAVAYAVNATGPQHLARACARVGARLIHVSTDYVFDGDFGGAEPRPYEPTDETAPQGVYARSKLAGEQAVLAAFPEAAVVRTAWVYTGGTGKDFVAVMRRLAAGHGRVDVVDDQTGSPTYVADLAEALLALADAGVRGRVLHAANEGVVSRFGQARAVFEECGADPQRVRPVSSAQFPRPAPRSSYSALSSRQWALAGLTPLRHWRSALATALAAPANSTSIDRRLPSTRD
Target sequence (P9WH11 whole entry, looked up): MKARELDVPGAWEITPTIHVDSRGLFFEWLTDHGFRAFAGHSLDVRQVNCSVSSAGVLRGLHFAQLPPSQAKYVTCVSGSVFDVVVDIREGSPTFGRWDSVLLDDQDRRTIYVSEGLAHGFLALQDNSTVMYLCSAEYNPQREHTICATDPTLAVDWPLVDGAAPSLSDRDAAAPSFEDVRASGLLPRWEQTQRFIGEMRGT
Active calls of the source: *; ? = inconclusive; . = no result given. The list is partial, so the mix of outcomes need not match the whole.

| canonical_smiles | M. tuberculosis GlmU | Mtb RmlCD inh |
| --- | --- | --- |
| COc1ccc(C2C3C(=O)N(N(C)c4ncc(C(F)(F)F)cc4Cl)C(=O)C3ON2C)cc1 (stereo not drawn) | 3.1% | 6 |
| CCOC(=O)NC(=O)CSc1nnc(C2CC2)n1Cc1ccco1 | 6.7% | -9 |
| N=c1c2c3c(sc2ncn1Nc1ccccc1)CCC3 | 2.0% | 2 |
| CC(=O)Oc1cccc(N2C(=O)c3ccccc3C2=O)c1 | -6.8% | -6 |
| CC(=O)c1cccc(NC(=O)c2ccoc2C)c1 | -0.1% | . |
| COC(=O)C1=C(C(=O)OC)C2(OC1c1ccccc1C)C(=O)c1ccccc1C2=O (stereo not drawn) | -3.2% | . |
| O=C(O)c1ccccc1CSc1nnc2c(n1)[nH]c1ccccc12 | 8.0% | 6 |
| Cc1ccc(NS(=O)(=O)c2ccc(NC(=O)CSc3ccc(Cl)cc3)cc2)c(C)c1 | 4.0% | -1 |
| CCN1CCN(C(=O)Cn2c(=O)sc3ccccc32)CC1 | -4.2% | 3 |
| Nc1nc(-c2ccccc2Br)cs1 | 5.7% | 74 |
| CCOC(=O)C1(Cc2ccc(Cl)cc2)CCN(C(=O)C2CCCO2)CC1 (stereo not drawn) | 1.7% | -4 |
| C/C(=N\Nc1nc(N)cc(Cl)n1)c1cccc([N+](=O)[O-])c1 | 4.1% | 49 |
| COc1ccccc1CNC(=O)CSc1nnc2c(Cl)cc(C(F)(F)F)cn12 | 2.3% | . |
| CCOC(=O)C1CCN(C(=O)CN(Cc2ccc(Cl)cc2)S(C)(=O)=O)CC1 | -8.1% | 41 |
| O=C(O)[C@H]1Cc2ccccc2CN1S(=O)(=O)c1ccc(F)cc1 | -1.3% | 7 |
| O=C(Cn1ncc2c3ccccc3n(Cc3ccc(F)cc3)c2c1=O)N1CCN(c2ncccn2)CC1 | 2.6% | -8 |
| COc1cc(C(=O)Nc2ccc(S(=O)(=O)Nc3ncccn3)cc2)c([N+](=O)[O-])cc1OC | -2.0% | 11 |
| OCC1(Cc2ccc(Cl)cc2)CCN(CCCc2ccccc2)CC1 | 3.4% | -9 |
| COc1ccccc1OCC(=O)Nc1ccc(S(=O)(=O)NC(C)=O)cc1 | -4.5% | . |
| Cc1[nH]c2ccccc2c1/C=N\NC(=O)Cn1nnc(-c2ccccc2)n1 | 2.6% | 6 |
| Oc1ccc(F)c2cccnc12 | 2.0% | . |
| CCCCn1nnc(NC(=O)COc2cc(C)ccc2C(C)C)n1 | -6.1% | . |
| C/C(=C\c1cccs1)C(=O)c1c(C)cc(C)[nH]c1=O | -1.4% | -11 |
| CC(C)COC(=O)Nc1ccccc1C(=O)N1CCOCC1 | 0.6% | . |
| CN1C(=O)NC(=O)[C@]2(Cc3ccccc3N3CCN(c4ccccc4)CC32)C1=O (stereo partly drawn) | -0.9% | 4 |
| O=C(c1ccc(Cl)c(Cl)c1)N1CCCC1 | 3.5% | . |
| CC(=O)Nc1ccc(N(C(=O)c2ccco2)C(C(=O)NC2CCCC2)c2cccs2)cc1 (stereo not drawn) | -3.3% | -2 |
| O=c1nc(NC2CCCC2)ccn1Cc1cccc(Br)c1 | -3.6% | 10 |
| CCN1/C(=C2\OC(=S)N(C)C2=O)C=Cc2ccccc21 | -0.8% | -13 |
| CNc1nc(Cl)c(SC)c(N2CCOCC2)n1 | -2.5% | 5 |
| Cc1ccc(S(=O)(=O)N2CCN(CC(=O)N/N=C/c3ccccc3OCC(=O)O)CC2)cc1 | 5.9% | -6 |
| COc1cc(S(=O)(=O)N2CCCCC2)ccc1NC(=O)c1ccc(F)cc1 | 3.6% | . |
| COc1ccc(C)cc1S(=O)(=O)N(C)CC(=O)N1CCN(c2ccccc2)CC1 | 7.8% | -11 |
| O=C(CCn1c(=O)[nH]c2ccsc2c1=O)N(CCc1ccccc1)Cc1ccccc1 | 2.5% | 13 |
| CC(C)COC(=O)c1ccccc1C(=O)OCC(C)C | -3.2% | . |
| Cc1ccc(CNC(=S)N(C)C)cc1 | 5.0% | 26 |
| O/N=C/c1ccn(-c2ccc(Br)cc2)c1 | 5.3% | 5 |
| Cc1ccc(C(=O)NC2CCN(C(=O)N3CCOCC3)CC2)cc1 | -3.6% | . |
| CC(C)[C@@H]1NC(=O)c2cc([N+](=O)[O-])cc(I)c2OCC[C@@H](C(N)=O)NC(=O)[C@H](CCC(=O)O)NC1=O | 3.3% | . |
| CN(C)C=Nc1nc2ccccc2nc1N1CCCC1 | 4.8% | 7 |
| CC(C)C(NC(=O)OC(C)(C)C)C(=O)N1CCCC1C(=O)NC(Cc1ccccc1)C(N)=O (stereo not drawn) | 2.1% | 1 |
| CN(CCCNC(=O)C1CCC(=O)N1Cc1ccc(F)cc1)c1ccccc1 (stereo not drawn) | 6.7% | 7 |
| O=C(Nc1cc(C(=O)N2CCOCC2)ccc1N1CCCC1)c1cccs1 | -5.5% | -1 |
| CN(C(=O)Nc1ccc(C(C)(C)C)cc1)C1CCCCC1 | -1.1% | -13 |
| CCOC(=O)c1c(C)c(C(=O)N2CCCCCC2)c(C)n1C | 3.9% | . |
| COc1ccc(/C=N/n2c(C)cc(C)cc2=O)cc1 | -1.9% | 2 |
| Cc1cc(=O)n2[nH]c(NCc3c(F)cccc3Cl)nc2n1 | 2.0% | -13 |
| Cc1nn(-c2ccccc2)c(C)c1C(=O)OCC(=O)NCc1ccco1 | -3.3% | . |
| O=C(Nc1c(S(=O)(=O)c2ccc(Cl)cc2)csc1Br)c1ccccc1Cl | 4.2% | -9 |
| Fc1ccc(NC(=S)Nc2cccnc2)cc1Cl | -0.2% | . |
| CCOC(=O)N1CCC(NC(=O)Cn2nc(Cc3ccncc3)c3ccccc3c2=O)CC1 | -2.5% | -5 |
| Cn1c(SCc2ccccc2)nnc1C1CCCNC1 (stereo not drawn) | -0.2% | -8 |
| COc1ccc(C2SCC(=O)N2c2nnc(C34CC5CC(CC(C5)C3)C4)s2)cc1 (stereo not drawn) | -8.4% | -4 |
| O=C(Cc1ccc(Cl)cc1)N/N=C/c1ccncc1 | 1.0% | -7 |
| COc1cc(/C=N/O)cc(Br)c1OC | -3.7% | -10 |
| Cc1ccc(S(=O)(=O)N(C)/N=C/c2ccc(C(=O)O)cc2)cc1 | 2.7% | -4 |
| Cc1cc[n+](CC(=O)c2ccccc2)c2ccccc12 | 2.6% | -35 |
| C=CCOc1ccccc1CNc1cccc(F)c1 | -1.3% | 3 |
| CSc1ccccc1C(=O)NCC1CCCO1 (stereo not drawn) | -1.1% | 0 |
| COC(=O)c1cc(OC)c(OC)cc1NC(=O)c1cccnc1 | 3.8% | -13 |

Random excerpt: 5 records from the list, in no set order.
| canonical_smiles | M. tuberculosis GlmU | Mtb RmlCD inh |
| --- | --- | --- |
| CN(C(=O)Nc1ccc(C(C)(C)C)cc1)C1CCCCC1 | -1.1% | -13 |
| CSc1ccccc1C(=O)NCC1CCCO1 (stereo not drawn) | -1.1% | 0 |
| COC(=O)c1cc(OC)c(OC)cc1NC(=O)c1cccnc1 | 3.8% | -13 |
| CC(C)C(NC(=O)OC(C)(C)C)C(=O)N1CCCC1C(=O)NC(Cc1ccccc1)C(N)=O (stereo not drawn) | 2.1% | 1 |
| Fc1ccc(NC(=S)Nc2cccnc2)cc1Cl | -0.2% | . |

Other records
| canonical_smiles | M. tuberculosis GlmU | Mtb RmlCD inh |
| --- | --- | --- |
| CC1CCc2ccccc2N1C(=O)c1cccs1 (stereo not drawn) | 1.2% | 4 |
| CCCCCCCCCCCCN1[C@@H](CC(=O)OC)c2cc(F)ccc2S1(=O)=O | -0.5% | . |
| CCn1nc(C)c(NS(=O)(=O)c2ccc(C)cc2)c1C | -2.9% | . |
| O=C(Nc1ccn(Cc2ccc(F)cc2)n1)c1ccncc1 | 0.7% | . |
| COc1ccccc1NC(=O)c1coc(=O)c(Br)c1 | -1.3% | -13 |
| CCN1C(=O)c2ccccc2S(=O)c2ccc(C(=O)N3CCCC3)cc21 (stereo not drawn) | -4.6% | 15 |
| Cc1nc(N2CCN(Cc3ccc4c(c3)OCO4)CC2)nc2c1C(=O)CC(c1ccco1)C2 (stereo not drawn) | -2.8% | -36 |
| CCOc1ccc(S(=O)(=O)N(C)C)cc1-c1nc2c(C(C)(C)C)nn(C)c2c(=O)[nH]1 | -6.3% | -3 |
| C=CCn1c(=O)/c(=C2/Sc3ccccc3N2CC)s/c1=C1/C(=O)NN=C1C | 8.3% | 21 |
| O=C(Oc1cccnc1)c1ccc([N+](=O)[O-])cc1Cl | -3.5% | -15 |
| COCC(C)OC(=O)c1c(N)n(Cc2ccco2)c2nc3ccccc3nc12 (stereo not drawn) | 3.8% | 9 |
| Cc1sc2nc(CN3CCCC3)nc(Cl)c2c1C | 3.6% | 0 |
| Cc1ccsc1/C=N/NC(=O)Cn1nc(C)c([N+](=O)[O-])c1C | 6.7% | -7 |
| COc1ccc(Br)cc1C1SCCN1S(C)(=O)=O (stereo not drawn) | 2.3% | -9 |
| CCOn1c(=O)c(-c2cc3ccccc3o2)[n+]([O-])c2ccccc21 | -4.6% | 5 |
| COc1ccccc1OCC(=O)NNC(=O)c1cccs1 | 1.8% | 2 |
| Cc1cc(NC(=O)C2CC=CCC2C(=O)O)no1 (stereo not drawn) | -4.6% | -6 |
| CCOc1ccccc1NC(=O)C1CCCN1C(=O)OCc1ccccc1 (stereo not drawn) | 6.4% | . |
| Cc1[nH]c2ccccc2c1C(=O)CSC(=S)N(C)C1CCCCC1 | -0.7% | . |
| C/C(=N\NC(=O)COc1ccc(C)cc1C(C)C)c1cc2ccccc2o1 | -0.9% | -8 |
| O=C(CCS(=O)(=O)c1ccc(Br)cc1)N1CCN(c2ccccc2F)CC1 | -1.5% | -7 |
| Cc1cccc(C2c3[nH]c4ccccc4c3CCN2C(=O)c2cc3c([nH]c2=O)CCCC3)n1 (stereo not drawn) | 3.9% | 2 |
| CCOC(=O)C1=C(C)N(Cc2ccccc2)C(=O)NC1c1ccc(OC)cc1 (stereo not drawn) | 1.7% | 2 |
| COC(=O)CC1(c2ccccc2)C(=O)c2ccccc2C1=O | -0.2% | -14 |
| CC(=O)NC1(c2cccc(F)c2)CCN(CC(=O)NC2CCCCC2)CC1 | -6.2% | . |
| Cn1c(-n2c(CCCN3C(=O)c4ccccc4C3=O)nc3ccccc3c2=O)nc2ccccc21 | 7.2% | . |
| CCOC(=O)C1CCCN(c2c(Nc3cc(C)cc(C)c3)c(=O)c2=O)C1 (stereo not drawn) | 2.1% | . |
| COc1cccc(NC(=O)c2ccc(-c3ccc([N+](=O)[O-])cc3)o2)c1 | 2.3% | 7 |
| NC(=O)N\N=C/C=C/C=C/c1ccc(F)cc1 | . | -7 |
| CCOC(=O)C1=C(Nc2ccccc2)OCC1=O | ? | . |
| CCOC(=O)C1=C(C)NC(SCc2cc(=O)[nH][nH]2)=C(C#N)C1c1cccs1 (stereo not drawn) | 4.6% | . |
| C=CCc1cccc(C=Nc2ccc(Br)cc2)c1O | 4.9% | -1 |
| Cc1ccc(-c2nn(-c3ccccc3)cc2C(=O)OCC(=O)Nc2ncc(Cl)cc2Cl)cc1 | 7.7% | 4 |
| CC(C)CCSc1nc2c(c(=O)[nH]c(=O)n2C)n1CCc1ccccc1 | -1.1% | 11 |
| C[C@]12C=CC(=O)C=C1CC[C@@H]1C2=CC[C@]2(C)[C@@H](C(=O)CN3CCN(c4cc(N5CCCC5)nc(N5CCCC5)n4)CC3)CC[C@@H]12 | -11% | . |
| CCOc1ccc2nc(N/C(N)=N/C(=S)Nc3ccc(C)c(C)c3)nc(C)c2c1 | 6.5% | 3 |
| CC1CCCCC1NC(=S)NC(=O)c1ccccc1Br (stereo not drawn) | 6.6% | 5 |
| Fc1cnc(N2CCc3ccccc32)nc1N1CCc2ccccc21 | -1.8% | . |
| Cc1cccc(N(C)S(=O)(=O)c2ccc3[nH]c(=O)c(=O)[nH]c3c2)c1 | -0.2% | . |
| CCOc1cccc(NC(=O)c2cccc(F)c2)c1 | 2.8% | -10 |
| Cc1cc(=O)oc2cc(OC(C)C(=O)Nc3ccc(N4CCOCC4)cc3)ccc12 (stereo not drawn) | -1.4% | . |
| CCNC(=S)NNC(=O)c1cccnc1 | -2.7% | . |
| O=C(CCSc1ccc(Cl)cc1)N1CCOCC1 | -0.2% | . |
| COCCn1c(Cc2ccccc2)nnc1SCC(=O)N1CCCCC1C (stereo not drawn) | -3.6% | . |
| Cc1ccc(-c2nnc3n2N=C(c2ccc(Br)cc2)CS3)cc1 | 5.4% | 10 |
| COc1cccc(OCc2nnc(SCC(=O)NCc3ccco3)n2C)c1 | 0.6% | 8 |
| COc1ccc(N2C(=O)CC(N3CC=C(c4ccccc4)CC3)C2=O)cc1 (stereo not drawn) | -1.6% | . |
| CCOC(=O)c1cccc(NC(=O)CSc2nnc(COc3ccc(Cl)cc3)o2)c1 | 6.2% | . |
| O=C(NCN1CCc2ccccc2C1)c1ccccc1 | 2.1% | . |
| CC(=O)NC1CCN(C(=O)N2CCCC2)CC1 | 0.6% | 16 |
| Cc1cc(-c2ccccc2)nc2[nH]n(-c3ccccc3)c(=O)c12 | -0.1% | -2 |
| COc1ccc(OC)c(NC(=O)c2cnn(-c3ccccc3Cl)c2NC(=O)c2ccco2)c1 | -0.8% | -2 |
| CCCOc1ccc(NC(=O)C2CC(=O)N/C(=N/N=C(\C)CCc3ccc4c(c3)OCO4)S2)cc1 (stereo not drawn) | 8.9% | . |
| Cc1ccccc1Nc1nc(N)nc(COc2ccc(C#N)cc2)n1 | 0.0% | 5 |
| CC1=C(C(=O)Nc2ccccc2F)C(c2cccs2)NC(=S)N1 (stereo not drawn) | -2.5% | 0 |
| CN1CCN(c2ncccc2S(=O)(=O)N2CCCCC2)CC1 | -2.6% | . |
| COc1cc2c(cc1OC)C(c1ccc(-c3ccccc3Cl)o1)=NCC2 | -0.2% | -13 |

Compound activity (PubChem)
